# Screens as filed in PubChem BioAssay.
# Mdm2-MdmX inh = inhibitors of human Mdm2-MdmX association, primary screen, cell-based, luminescence, split luciferase, SaOS-2, uHTS; 330,000 tested, 3% active; Protein Mdm4 (Homo sapiens) + E3 ubiquitin-protein ligase Mdm2 (Homo sapiens), …; inhibition, % at 8 µM; SaOS-2 split-luciferase Mdm2/MdmX complementation;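 active = inhibition of at least 50% at 8 µM in the primary screen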
# Target sequence (O15151 whole entry, looked up): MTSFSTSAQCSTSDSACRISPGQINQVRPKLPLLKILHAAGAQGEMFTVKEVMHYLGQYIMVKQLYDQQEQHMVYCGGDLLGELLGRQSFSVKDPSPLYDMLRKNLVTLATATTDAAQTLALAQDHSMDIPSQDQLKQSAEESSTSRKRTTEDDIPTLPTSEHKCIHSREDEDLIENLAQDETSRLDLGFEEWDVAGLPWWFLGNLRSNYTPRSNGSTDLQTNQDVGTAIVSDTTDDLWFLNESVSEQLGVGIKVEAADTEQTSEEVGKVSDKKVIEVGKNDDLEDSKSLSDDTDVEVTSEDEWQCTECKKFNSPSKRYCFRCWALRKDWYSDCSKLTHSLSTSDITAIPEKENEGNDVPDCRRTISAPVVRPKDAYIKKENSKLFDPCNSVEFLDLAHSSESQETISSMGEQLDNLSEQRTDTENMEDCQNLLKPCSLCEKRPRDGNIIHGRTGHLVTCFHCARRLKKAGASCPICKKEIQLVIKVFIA
# Target sequence (Q00987 whole entry, looked up): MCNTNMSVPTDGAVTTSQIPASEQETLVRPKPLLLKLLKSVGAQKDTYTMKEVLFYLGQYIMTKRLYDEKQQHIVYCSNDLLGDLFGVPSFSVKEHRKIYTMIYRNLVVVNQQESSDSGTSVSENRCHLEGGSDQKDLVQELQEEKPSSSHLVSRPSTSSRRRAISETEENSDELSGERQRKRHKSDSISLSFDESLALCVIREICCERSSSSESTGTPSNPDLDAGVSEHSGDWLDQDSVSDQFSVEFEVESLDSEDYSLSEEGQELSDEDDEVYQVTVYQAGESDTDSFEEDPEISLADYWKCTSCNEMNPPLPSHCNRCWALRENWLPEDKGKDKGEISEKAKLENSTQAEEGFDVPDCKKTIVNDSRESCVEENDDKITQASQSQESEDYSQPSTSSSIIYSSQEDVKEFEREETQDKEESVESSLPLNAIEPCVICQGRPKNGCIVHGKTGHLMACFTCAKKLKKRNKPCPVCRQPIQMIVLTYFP
# tim10-1 inh = growth inhibitors of tim10-1 mutant yeast, primary screen, luminescence, uHTS | S. cerevisiae tim10-1 ts strain growth, BacTiter-Glo, 24 h | inhibition, % at 20 µM | 330,000 tested, 2.2% active | AID 463190, 2010;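 active = inhibition of at least 40%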;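 note: mutant grown at 25 °C; 0% = DMSO wells with yeast and 100% = wells holding no yeast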
# CXCR6 inh = CXCR6 receptor inhibitors, primary screen, cell-based, beta-arrestin, luminescence, CHO-K1 PathHunter, 1536-well | inhibition, % at 20 µM | 360,000 tested, 0.36% active; in the data active = inhibition above about 34%, passing the limit was not always enough;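 note: antagonist mode with CXCL16 agonist at 10 nM final; 0% = 10 nM CXCL16 with DMSO and 100% = unstimulated wells without agonist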
# TIM10 inh = growth inhibitors of isogenic TIM10 control yeast, primary screen, counter-screen for tim10-1 yeast inhibitor project, luminescence, uHTS. AID 463195, 2010. inhibition, % at 10 µM. S. cerevisiae TIM10 strain growth, BacTiter-Glo luminescence, 24 h. 330,000 tested, 1.4% active;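 active = inhibition of 40% or more at the single tested concentration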;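 note: wild-type TIM10 isogenic control strain grown at permissive 25 °C; 0% = DMSO yeast wells and 100% = minimal medium wells without yeast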
# tim23-1 inh = growth inhibitors of tim23-1 mutant yeast, primary screen, luminescence, uHTS. S. cerevisiae tim23-1 growth, BacTiter-Glo luminescence, 24 h. inhibition, % at 20 µM. 330,000 tested, 1.3% active. AID 463212, 2010;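 active = growth inhibition of the mutant yeast at or above 50%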;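 note: temperature-sensitive mutant grown at 25 °C; plate controls were DMSO-treated mutant yeast for no effect and medium wells lacking yeast for full effect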
# APJ agonist = agonists of human apelin receptor APJ, primary screen, CHO-K1 cells, PathHunter beta-arrestin, luminescence; 330,000 tested, 0.11% active; AID 2520, 2010; 0% DMSO wells, 100% apelin; activation, % at 20 µM; P35414;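 active = activation more than six SD over the plate average, tested at 20 µM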;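 note: 0% = DMSO alone and 100% = apelin-13 at 10 nM; some results filed as inactive read as strong as hits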
#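 system = engineered CHO-K1 APJ arrestin reporter cells | input = 1000 cells per well | timing = overnight seeding, 90 min compound at 25 °C, 1 h detection | measured by = enzyme-fragment complementation luminescence | read-out = beta-arrestin recruitment to APJ as agonist activity, luminescent signal | control set = negative DMSO alone, positive Apelin-13 at 10 nM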
# CHOP UPR activ = activators of apoptotic CHOP UPR arm, primary screen, cell-based, CHO-CHOP luciferase reporter, luminescence, uHTS; activation, % at 10 µM; 330,000 tested, 0.34% active; UPR activation; percent of tunicamycin response over DMSO baseline; AID 449763, 2010;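 active = at 10 µM dose, activation of 40% or more, normalized to positive control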;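 note: 100% = tunicamycin at 10 µg/mL and 0% = DMSO alone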
#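 Test system: CHO-CHOP cells, stable luciferase reporter of PERK-eIF2a-CHOP signalling | Quantity: 500 CHO-CHOP cells per well | Buffer or medium: F12 plus 10% serum | Compound dosing: 10 µM single point, 0.5% DMSO | Schedule: 6 h compound treatment, 37 °C | Signal: Luciferase luminescence | Control set: Tunicamycin high control, DMSO low control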
# XBP1 UPR activ = activators of adaptive XBP1 UPR arm, primary screen, cell-based, CHO-XBP1 luciferase reporter, luminescence, uHTS | activation, % at 20 µM | 330,000 tested, 0.33% active | IRE1-XBP1 UPR activation; percent of tunicamycin response, DMSO as zero;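 active = versus positive control, 20 µM dose yields 30% or more activation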;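 note: 100% = tunicamycin at 10 µg/mL and 0% = DMSO only wells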
#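 Test system: CHO-XBP1 luciferase reporter cells | Buffer or medium: Serum-containing F12 medium, 10% FBS | Schedule: 6 h compound exposure at 37 °C, 5% CO2 | Detection: Steady-Glo luciferase glow luminescence, 10 min after reagent addition | Read-out basis: Activation, % of tunicamycin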
# APJ antag = antagonists of human apelin receptor APJ, primary screen, CHO-K1 cells, beta-arrestin complementation, luminescence | 330,000 tested, 0.32% active | P35414 | inhibition, % at 20 µM;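 active = inhibition above about 40% at 20 µM, limit read from the data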;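 note: cells challenged with 10 nM apelin-13 agonist together with compound; plate controls were apelin-13 plus DMSO wells for no effect and DMSO wells lacking apelin-13 for full effect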
# * hit, by the source's call; / = not tested or not shown.
SMILES,Mdm2-MdmX inh,tim10-1 inh,CXCR6 inh,TIM10 inh,tim23-1 inh,APJ agonist,CHOP UPR activ,XBP1 UPR activ,APJ antag
COc1ccc(CCN2C(=O)C3C(C2=O)C2C=CC3C23CC3)cc1OC (stereo unspecified),-2,12,-1,14,9,-2,-0.8,-3,6
Cc1ccc(/C=C2\SC(=S)N(CCCC(=O)Nc3ccccc3C(=O)O)C2=O)cc1,-32,29,2,9,24,-5,-3.2,-7,7
O=C1CN(C(=O)COC(=O)CCC(=O)c2ccc(F)cc2)c2ccccc2N1,-4,13,-4,10,4,-1,-1.3,2,6
CC(=O)Nc1cc(ON=C(C)C)cc([N+](=O)[O-])c1,-7,11,2,13,14,-6,-0.5,0,4
Cc1ccc(-n2nc3c(=O)n(CCCC(=O)NCc4ccccc4C)nc(C)c3c2C)cc1,39,1,-3,14,26,-3,0.5,-2,6
CC(CCc1ccccc1)NC(=O)c1ccc2nc(N3CCOCC3)sc2c1 (stereo unspecified),16,0,-2,5,3,0,-1.0,-4,-7
NNC(=O)CNS(=O)(=O)c1ccc([N+](=O)[O-])cc1,28,7,-8,-11,6,0,-0.7,-2,-32
CC(=O)CCS(=O)(=O)c1ccc(Oc2ccc(S(=O)(=O)CCC(C)=O)cc2)cc1,38,3,14,-14,-6,-7,-0.3,-5,33
CN1c2ccccc2-c2nc3ccccc3n2C1c1ccco1 (stereo unspecified),4,42*,14,38,5,-2,-1.5,1,8
CC(=O)c1c(C)[nH]c(C(=O)Nc2ccccc2Cl)c1C,17,8,7,-15,17,1,5.3,-1,-4
COc1cc(OC)cc(C(=O)NNC(=O)C(=O)Nc2cc(OC)c(Cl)cc2OC)c1,15,-7,6,-11,-5,-1,-0.5,-4,10
Cc1nnc(SCc2ccon2)n1-c1ccccc1,24,-13,9,-12,-1,-5,-0.5,2,17
C=CCc1cccc2cc(C(=O)N3CCN(c4ccccn4)CC3)c(=O)oc12,7,20,-12,-1,23,-1,0.7,-5,1
Cc1nc2ccccc2cc1C(=O)N(C)Cc1ccccc1,25,-1,2,-7,-3,-4,1.2,0,0
c1cnc(NC2CCCCCC2)nc1,-3,18,-6,4,3,4,-0.8,0,2
COC(=O)c1cc2nc(-c3ccccc3)cc(C(F)(F)F)n2n1,-3,-11,-1,-6,-10,-5,-1.7,0,-15
COc1ccc(S(=O)(=O)N2CCCCCC2)cc1C(=O)OCC(=O)Nc1cc(C)on1,42,-15,/,-8,1,-1,1.3,6,8
O=C(COC(=O)CCCN1C(=O)c2cccc3cccc(c23)C1=O)Nc1cccc(Br)c1,29,7,3,18,11,1,0.0,-2,2
O=C(Nc1cc(Cl)cc(Cl)c1)C1CCCC1,26,30,-14,37,49,0,1.8,10,1
CCS(=O)(=O)Nc1ccc(C2=NN(S(=O)(=O)c3ccc(F)cc3)C(c3ccco3)C2)cc1 (stereo unspecified),7,14,13,13,11,-2,-1.4,-1,11

# Retrieved one by one from the entries so far (four):
SMILES,Mdm2-MdmX inh,tim10-1 inh,CXCR6 inh,TIM10 inh,tim23-1 inh,APJ agonist,CHOP UPR activ,XBP1 UPR activ,APJ antag
CC(CCc1ccccc1)NC(=O)c1ccc2nc(N3CCOCC3)sc2c1 (stereo unspecified),16,0,-2,5,3,0,-1.0,-4,-7
COC(=O)c1cc2nc(-c3ccccc3)cc(C(F)(F)F)n2n1,-3,-11,-1,-6,-10,-5,-1.7,0,-15
CN1c2ccccc2-c2nc3ccccc3n2C1c1ccco1 (stereo unspecified),4,42*,14,38,5,-2,-1.5,1,8
Cc1ccc(-n2nc3c(=O)n(CCCC(=O)NCc4ccccc4C)nc(C)c3c2C)cc1,39,1,-3,14,26,-3,0.5,-2,6

# (continued)
SMILES,Mdm2-MdmX inh,tim10-1 inh,CXCR6 inh,TIM10 inh,tim23-1 inh,APJ agonist,CHOP UPR activ,XBP1 UPR activ,APJ antag
CC1=Nc2ccccc2N=C(NC(=O)/C=C/C(=O)O)C1c1ccccc1 (stereo unspecified),8,-1,-6,7,8,0,3.0,-4,-18
O=C(CS(=O)(=O)c1ccc(Cl)cc1)NCCS(=O)(=O)c1ccc(Cl)cc1,-5,24,1,-9,1,1,-0.7,-4,-25
Cc1nn(C)c(N)c1-c1ccccc1,6,1,-5,-11,5,0,0.2,-3,6
CCC(Sc1nc2c(cnn2-c2ccc(Cl)cc2)c(=O)[nH]1)C(=O)OC (stereo unspecified),-2,6,-3,-2,10,0,0.0,0,9
COc1ccc(S(=O)(=O)N2CCCCCC2)cc1C(=O)OCC(=O)NCC(C)C,30,18,2,22,5,-3,-0.8,-2,13
COc1ccc(-c2coc3cc(O)ccc3c2=O)cc1,-81,-6,-4,8,10,-3,5.5,1,25
O=S(=O)(c1ccc(Cl)c(C(F)(F)F)c1)N1CCN(c2ccccn2)CC1,-10,20,5,0,13,-1,-1.1,-3,-37
COc1ccc(-c2nc(C#N)c(NCc3ccc(C)cc3)o2)cc1OC,6,5,2,19,1,-3,2.5,11,-18
Cc1cc(C)cc(NC(=O)CCn2c(=S)[nH]c3ccccc3c2=O)c1,65*,14,-4,17,10,-1,2.6,-1,1
COc1cc(/C=C(\C#N)C(=O)c2c(C)[nH]c3ccccc23)cc(OC)c1OC,13,32,-5,23,22,1,3.8,-2,6
COc1ccccc1OCC(O)Cn1c(=N)n(CCN2CCCCC2)c2ccccc21 (stereo unspecified),56*,-1,-7,-17,-11,-3,0.5,-1,29
CN(C)S(=O)(=O)N1CCN(C(=O)N2CCCCC2)CC1,-20,-9,8,-2,-1,4,1.5,-3,-7
O=C(O)CCCC(=O)Nc1ccc2c(c1)oc1ccccc12,17,2,-5,-5,11,-4,-0.6,-2,-4
Cc1nc([N+](=O)[O-])cn1CC(=O)Nc1ccc2c(c1)OCO2,3,1,2,3,5,-2,0.5,-2,9
Cc1cc(N)n2nc(C(F)(F)F)nc2n1,9,-16,10,4,0,-2,1.2,1,-3
Cc1ccc(N2C(=O)CC(Cc3ccc(Cl)cc3)C2=O)cc1 (stereo unspecified),-32,12,-7,9,37,2,-0.3,-2,6
O=C(c1cccc(Cl)c1)N1CCN(C2CCCCCC2)CC1,9,-1,-16,-16,-3,2,-3.9,-2,-13
O=C(Nc1ccccc1Cl)NC1(C(=O)N2CCCCC2)CCCCC1,1,1,7,7,8,-3,-1.6,3,7
Cc1cc(C)c(OCC(=O)N(Cc2ccccc2)C2CCS(=O)(=O)C2)c(C)c1 (stereo unspecified),2,2,12,21,15,-3,-0.7,-4,12
CCN1C2=C(C(=O)CCC2)C(c2ccc(O)cc2)C2=C1CCCC2=O,25,7,-7,1,4,3,1.1,-2,2
O=C1CCC(C(=O)Nc2ccc([N+](=O)[O-])cc2)N1 (stereo unspecified),1,9,8,7,22,0,0.9,-1,-6
Cc1ccc(NC(=O)CCNC(=O)c2ccco2)cc1,8,-6,0,2,-2,-1,0.8,-3,0
Cc1cc(C(=O)N/N=C/c2cc(Br)cc(Br)c2OC(=O)c2cccc(F)c2)n[nH]1,51*,-6,5,6,-11,0,-1.4,2,1
O=C(O)CCC(=O)Nc1ccc(C(=O)OCC(=O)c2ccc(Cl)cc2Cl)cc1,17,6,14,10,-4,-5,0.4,-3,38
CCN1/C(=C/c2ccc3cc(C)ccc3[n+]2CC)Sc2cc(C)c(C)cc21,81*,-10,5,52*,-4,1,20,6,16
O=C(C1CC(c2ccc(F)cc2)=NO1)N1CCN(c2ccccc2)CC1 (stereo unspecified),-1,-23,-5,-12,-14,3,0.5,-4,3
CCOC(=O)c1cccc(-c2c(-c3ccccc3)ncc3cc(OC)c(OC)cc23)c1,19,9,15,-1,22,-1,6.2,8,9
O=C(c1ccc(Cl)cc1)C1CCN(C(=O)c2ccccc2)CC1,8,-3,-3,-8,19,0,2.1,-5,-10
O=C(Nc1cc(Cl)ccc1O)c1cc(-c2ccco2)on1,-80,-33,-9,5,6,6,5.3,13,-19
O=c1c2ccccc2ncn1Cc1ccc(Cl)c(Cl)c1,-29,-44,2,-18,34,0,2.1,-2,-10
CCn1cc(Br)c(C(=O)NC(C)c2ccccc2)n1 (stereo unspecified),-15,14,-1,13,9,2,-1.8,1,-7
O=C(Nc1ccc2nsnc2c1)c1ccc2c(c1)OCO2,-98,6,0,4,-12,-6,0.2,1,7
COc1ccc(NC(=O)CN(C)S(=O)(=O)c2ccc3c(c2)c(=O)n(C)c(=O)n3C)cc1,2,16,3,-6,11,6,0.9,-2,0
CCOC(=O)c1c[nH]c2nc(C)ccc2c1=O,-16,3,-2,15,-5,-2,-0.8,6,-6
CCOC(=O)CSc1nn(-c2ccccc2)c(=S)s1,4,23,3,1,15,-1,-1.1,0,-6
Cn1c(SCc2cccnc2)nc2c(c1=O)SCC2,-7,12,-1,19,8,0,-0.9,0,-1
O=C(NCC(c1ccco1)N1CCN(c2ccccc2)CC1)C(=O)NC1CCCC1 (stereo unspecified),7,-9,4,8,-3,-5,2.0,-1,4
N#CCCn1cc(C(=O)Nc2ccccc2Br)c(-c2cc3ccccc3o2)n1,17,-6,-3,-1,33,-3,1.6,-1,14
CC(=O)Oc1ccc(OC(C)=O)c(SCCCCCN2CCOCC2)c1,6,8,4,-1,-5,-2,73*,-4,-48
CCCCOc1cccc(C2(C(=O)O)CCCC2)c1,-5,17,-11,12,2,-2,0.6,-1,-2
CCN(CC)CCn1c(C)nc2c(sc3nc4c(cc32)COC(C)(C)C4)c1=O,-19,13,/,12,13,-6,2.7,-2,18
O=C(CSc1ccccc1)N1CCN(S(=O)(=O)c2ccccc2)CC1,3,15,-9,-10,2,-1,0.9,-5,0
COc1ccc(S(=O)(=O)Cc2ccc(C(=O)NCC(OC)OC)o2)cc1,-22,12,-5,-3,13,-3,0.2,-3,13
CC(=O)Nc1cccc(C(=O)OC(C(=O)c2ccc(C)c(C)c2)c2ccccc2)c1 (stereo unspecified),8,28,6,28,19,5,-1.8,-2,38
CC1=C(C(=O)OCC2CCCO2)C(c2ccc(Cl)cc2)NC(=O)N1 (stereo unspecified),10,12,5,-9,2,2,-2.0,-1,-2
Cc1cccc(OCc2nnc(SCCC(=O)O)n2-c2ccccc2)c1,8,-30,10,-8,-2,-3,-1.3,-1,-8
CCCC1(c2ccccc2)NC(=O)N(CC(=O)N2CC(=O)Nc3ccccc32)C1=O (stereo unspecified),7,-12,9,2,-12,-1,-0.9,-1,10
Cc1ccc(C)c(NC(=O)C(C)N2C(=O)c3ccccc3C2=O)c1 (stereo unspecified),8,-10,2,-15,-13,-1,-1.0,-5,-8

# The list is partial; the hit share may differ from the screen's.
